Y pestis TopoI = blocks Yersinia pestis topoisomerase I activity; Y. pestis Topo-I cleavage product accumulation, plate reader; activity, % at 10 µM; 360,000 tested, 0.064% active; AID 504884; in the data active = activity above about 50%, passing the limit was not always enough; note: inactives centre near 2
Rv3671c protease = inhibits the M. tuberculosis serine protease Rv3671c | AID 2606 | P9WHR9 | 320,000 tested, 0.048% active | inhibition, % at 5.96 µM; in the data active = inhibition above about 38%;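 note: extracellular domain of Rv3671c used as enzyme; 0% = enzyme with DMSO and 100% = no enzyme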
Target sequence (P9WHR9 whole entry, looked up, the tested form may be a part): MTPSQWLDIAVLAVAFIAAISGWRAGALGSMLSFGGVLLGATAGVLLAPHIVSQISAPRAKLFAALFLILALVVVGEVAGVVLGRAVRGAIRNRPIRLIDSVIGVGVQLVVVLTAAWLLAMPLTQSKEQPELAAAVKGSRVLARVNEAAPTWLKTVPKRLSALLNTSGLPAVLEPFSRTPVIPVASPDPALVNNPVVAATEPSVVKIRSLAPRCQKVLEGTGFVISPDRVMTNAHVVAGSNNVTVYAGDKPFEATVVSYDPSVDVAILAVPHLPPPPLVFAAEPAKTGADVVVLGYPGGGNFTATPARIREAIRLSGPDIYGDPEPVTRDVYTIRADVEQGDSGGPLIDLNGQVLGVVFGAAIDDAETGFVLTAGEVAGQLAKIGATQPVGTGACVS
MazEF act = activators of E. coli MazEF toxin-antitoxin RNase; P0AE70; FAM/BHQ RNA-DNA oligo cleavage fluorescence, 5 h; activation, % at 20 µM; 350,000 tested, 0.32% active; AID 504720; in the data active = activation above about 50%
Target sequence (P0AE70 whole entry, looked up): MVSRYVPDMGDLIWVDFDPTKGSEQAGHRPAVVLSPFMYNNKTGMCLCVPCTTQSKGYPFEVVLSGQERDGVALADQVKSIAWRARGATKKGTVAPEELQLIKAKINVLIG
Anthrax LF prot = blocks Bacillus anthracis lethal factor protease | P15917 | AID 588501 | 360,000 tested, 0.12% active | multiplex microsphere protease cleavage assay, LF | inhibition, % at 10 µM; in the data active = inhibition above about 30%; note: plate controls were buffer without enzyme for full effect and enzyme alone for no effect
PfHsp40 rescue = restores yeast growth despite PfHsp40 toxicity. AID 504582. growth rescue, % at 12.5 µM. S. cerevisiae expressing PfHsp40, growth rescue, ATP luminescence. 340,000 tested, 0.68% active; in the data active = growth rescue above about 28%, passing the limit was not always enough;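 note: yeast W303a lacking pdr1 and pdr3 grown in galactose medium; growth measured after three days at 30 °C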
SSB-PriA inh = blocks PriA binding to SSB C-terminal tail; AID 1272365; AlphaScreen SSBct-PriA binding, biotinylated peptide; inhibition, % at 33 µM; 430,000 tested, 0.6% active; in the data active = inhibition mostly above about 37%, no sharp cut-off; inactive = mostly below about 20%;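 note: plate controls were negative control peptide for no effect and reference peptide for full effect; strong numbers were not always called active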
TcdB inh = inhibitors of Clostridioides difficile toxin B glycohydrolase. 350,000 tested, 0.24% active. TcdB glycohydrolase enzymatic assay, plate reader. P18177. inhibition, % at 9.99 µM; in the data active = inhibition above about 10%
3CLpro inhibitor = SARS-CoV 3CLpro protease inhibition; 290,000 tested, 0.14% active; recombinant SARS-CoV 3CLpro, quenched FRET peptide cleavage; inhibition, % at 6 µM; in the data active = inhibition above about 12%
DUSP3 inh = inhibitors of human VHR1 phosphatase (DUSP3); P51452; recombinant VHR phosphatase, pNPP absorbance; inhibition, % at 13.3 µM; 290,000 tested, 0.52% active; AID 1654; in the data active = inhibition above about 50%; note: some compounds called inactive have numbers as strong as hits
Target sequence (P51452 whole entry, looked up): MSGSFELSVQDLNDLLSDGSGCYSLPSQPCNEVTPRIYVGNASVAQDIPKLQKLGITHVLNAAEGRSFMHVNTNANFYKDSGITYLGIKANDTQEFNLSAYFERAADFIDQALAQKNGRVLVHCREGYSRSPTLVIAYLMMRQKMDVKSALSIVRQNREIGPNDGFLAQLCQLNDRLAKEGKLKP
Vc quorum ag = quorum light induction in luxS cqsA deficient V. cholerae; V. cholerae BH1578 lux reporter, luminescence, 6 h; activation, % at 18.7 µM; 350,000 tested, 0.16% active; AID 588436; in the data active = activation mostly above about 9.7%, no sharp cut-off; note: not every result past the cut was called active; inactives centre near 0; reference of the scale not given here
* = called active by the depositor; & = joins results of further samples. A portion of the library (hit frequency here may not be typical).

Screening COc1ccccc1CNC(=O)COC(=O)COc1ccccc1F returned Y pestis TopoI -11, Rv3671c protease 0, MazEF act 0, Anthrax LF prot -2, PfHsp40 rescue -1.1, SSB-PriA inh 8, TcdB inh -1.1 and Vc quorum ag -5.0.
For O=C(Nc1cccn(Cc2ccccc2)c1=O)NC1CCCCC1 the results were Y pestis TopoI -5, Rv3671c protease -5, MazEF act -4, Anthrax LF prot -2, PfHsp40 rescue 1.2, SSB-PriA inh 6, 3CLpro inhibitor -1, DUSP3 inh 20 and Vc quorum ag inactive.
For CCNC(=S)Nc1ccc2c(c1)oc1ccccc12 the results were Y pestis TopoI 0, Rv3671c protease 2, MazEF act -2, Anthrax LF prot -2, PfHsp40 rescue 1.6, SSB-PriA inh -10, TcdB inh 0.6 and Vc quorum ag inactive.
For COc1cccc(C(=O)Nc2ccc(NC(C)=O)cn2)c1 the results were Y pestis TopoI -5, Rv3671c protease -3, MazEF act -3, Anthrax LF prot 2, PfHsp40 rescue 0.5, SSB-PriA inh -6, 3CLpro inhibitor 2, DUSP3 inh -9 and Vc quorum ag 5.0.
O=C(c1ccco1)N1CCN(c2ccc(Cl)c(Cl)c2)CC1 was read as Y pestis TopoI 2, Rv3671c protease 1, MazEF act -10, Anthrax LF prot -2, PfHsp40 rescue 0.3, SSB-PriA inh 6, 3CLpro inhibitor 8 and Vc quorum ag 0.6.
O=C1NCCN1CCNS(=O)(=O)c1ccc(F)c(Cl)c1 was read as Y pestis TopoI -7, Rv3671c protease 6, MazEF act 2, Anthrax LF prot 2, PfHsp40 rescue -0.5, SSB-PriA inh -3, TcdB inh 0.9, 3CLpro inhibitor 1, DUSP3 inh -5 and Vc quorum ag -1.1.
For COc1ccc(N2CCN(c3ccc(S(=O)(=O)N(C(C)C)C(C)C)cn3)CC2)cc1 the results were Y pestis TopoI 1, Rv3671c protease 9, MazEF act 4, Anthrax LF prot 3, PfHsp40 rescue 1.1, SSB-PriA inh -10, TcdB inh 1.7, 3CLpro inhibitor -2, DUSP3 inh -14 and Vc quorum ag inactive.
`Cc1ccc(S(=O)(=O)NCCC(=O)OCC(=O)Nc2cccc(S(=O)(=O)NC3=NCCCCC3)c2)cc1` gave Y pestis TopoI -11, Rv3671c protease 4, MazEF act -11, Anthrax LF prot -1, PfHsp40 rescue 1.4, SSB-PriA inh 11, TcdB inh 0.6, 3CLpro inhibitor 4, DUSP3 inh 2 and Vc quorum ag -2.4.
`Cc1cc(OC(=O)c2ccco2)c2c3c(c(=O)oc2c1)CCC3` gave Y pestis TopoI -4, Rv3671c protease 17, MazEF act 20, Anthrax LF prot -13, PfHsp40 rescue 0.4, SSB-PriA inh -11, TcdB inh 1.4, 3CLpro inhibitor 4, DUSP3 inh 6 and Vc quorum ag -1.5.
O=C1c2ccccc2NC(c2ccc(Cl)cc2Cl)N1Cc1ccccc1 (centres undefined) was read as Y pestis TopoI 26, Rv3671c protease -8, MazEF act 9, Anthrax LF prot -2, PfHsp40 rescue 7.4, SSB-PriA inh -4, 3CLpro inhibitor -2, DUSP3 inh 12 and Vc quorum ag inactive.
Cc1ccc(CSc2nnc([C@@H]3CCCN3)o2)cc1 was read as Y pestis TopoI 1, Rv3671c protease -2, MazEF act -1, Anthrax LF prot -6, PfHsp40 rescue -0.3, SSB-PriA inh -11, 3CLpro inhibitor -1, DUSP3 inh 0 and Vc quorum ag -0.4.
COC(=O)c1cnn2c1C(=O)N(Cc1cccs1)CC2 was read as Y pestis TopoI -3, Rv3671c protease 2, MazEF act 18, Anthrax LF prot -1, PfHsp40 rescue 0.1, SSB-PriA inh -11, TcdB inh 0.8, 3CLpro inhibitor -3, DUSP3 inh 20 and Vc quorum ag inactive.
Nc1nncn1C(=O)c1c(Cl)cccc1Cl was read as Y pestis TopoI 3, Rv3671c protease 3, MazEF act -1, Anthrax LF prot 1, PfHsp40 rescue 0.3, SSB-PriA inh -19, 3CLpro inhibitor -2, DUSP3 inh 0 and Vc quorum ag inactive.
`N#Cc1ccc(C(c2nnnn2Cc2ccccc2)N2CCCC2)cc1` (centres undefined) gave Y pestis TopoI 0, Rv3671c protease 2, MazEF act 3, Anthrax LF prot 4, PfHsp40 rescue -0.2, SSB-PriA inh -10, 3CLpro inhibitor 5, DUSP3 inh 34 and Vc quorum ag inactive.
Screening Cc1ccc(-c2nnc(NC(=O)c3ccco3)o2)c(C)c1 returned Y pestis TopoI -4, Rv3671c protease 2, MazEF act -24, Anthrax LF prot 2, PfHsp40 rescue -1.0, SSB-PriA inh -3, TcdB inh -0.2 and Vc quorum ag inactive.
Screening C=C(C)CN(CC)C(=O)c1ccc(OC2CCN(S(=O)(=O)N(C)C)CC2)cc1 returned Y pestis TopoI 24, Rv3671c protease -6, MazEF act 5, Anthrax LF prot 2, PfHsp40 rescue 1.3, SSB-PriA inh -12, TcdB inh 3.8, 3CLpro inhibitor 6, DUSP3 inh -23 and Vc quorum ag -0.2.
CCOc1cc2[nH]c(=S)n(CCCN3CCN(C)CC3)c(=O)c2cc1OCC was read as Y pestis TopoI -6, MazEF act 3, Anthrax LF prot -3, PfHsp40 rescue 3.3, SSB-PriA inh -5, TcdB inh 1.6 and Vc quorum ag -0.3.
For CCOC(=O)C1C(c2ccc([N+](=O)[O-])cc2)C2C(=O)NN=C2CC1(C)O (centres undefined) the results were Y pestis TopoI 3, Rv3671c protease 1, MazEF act 9, Anthrax LF prot 10, SSB-PriA inh 0, TcdB inh -2.3, 3CLpro inhibitor -1, DUSP3 inh 12 and Vc quorum ag inactive.
O=C(OCC(=O)c1ccccc1Cl)C1=NN(c2ccccc2)C(=O)CC1 was read as Y pestis TopoI 3, Rv3671c protease 8, MazEF act 9, Anthrax LF prot -4, PfHsp40 rescue 1.0, SSB-PriA inh 6, TcdB inh 1.6 and Vc quorum ag inactive.
COC(=O)c1c(N)n(CCCN2CCOCC2)c2nc3ccccc3nc12 was read as Y pestis TopoI -2, Rv3671c protease 4, MazEF act 5, Anthrax LF prot 2, PfHsp40 rescue 0.0, SSB-PriA inh -12, 3CLpro inhibitor 2, DUSP3 inh 16 and Vc quorum ag inactive.
C=CCc1ccccc1OCCn1nnc2ccccc21 was read as Y pestis TopoI 17, Rv3671c protease 9, MazEF act -11, Anthrax LF prot -7, PfHsp40 rescue -0.8, SSB-PriA inh -28, TcdB inh 1.8, 3CLpro inhibitor 7, DUSP3 inh 4 and Vc quorum ag -0.8.
C=CCSc1ncccc1C(=O)NCc1ccccc1 was read as Y pestis TopoI 0, Rv3671c protease -5, MazEF act 1, Anthrax LF prot -3, PfHsp40 rescue -0.4, SSB-PriA inh -19, TcdB inh -0.7, 3CLpro inhibitor 0, DUSP3 inh 14 and Vc quorum ag inactive.
Screening O=c1cc(N/N=C/c2ccccc2)[nH]c(=O)[nH]1 returned Y pestis TopoI 10, Rv3671c protease -5, MazEF act 0, Anthrax LF prot 6, PfHsp40 rescue -0.8, TcdB inh 0.1 and Vc quorum ag -0.2.
CC(C)(O)c1cc(=O)sc2nc3ccccc3n12 was read as Y pestis TopoI 7, Rv3671c protease -11, MazEF act 10, Anthrax LF prot -9, PfHsp40 rescue -0.1, SSB-PriA inh -13, 3CLpro inhibitor 2, DUSP3 inh 22 and Vc quorum ag -0.2.
COc1ccc(C(=O)NC(=S)NNC(=O)c2ccncc2)cc1Br was read as Y pestis TopoI 4, Rv3671c protease 3, MazEF act 7, PfHsp40 rescue 5.4, SSB-PriA inh 12, TcdB inh 0.3 and Vc quorum ag inactive.
For CN(C)S(=O)(=O)c1ccc(NC(=O)C2CC(=O)N(Cc3ccccc3Cl)C2)cc1 (centres undefined) the results were Y pestis TopoI 13, Rv3671c protease -6, MazEF act 6, Anthrax LF prot -4, PfHsp40 rescue 1.3, SSB-PriA inh -14, TcdB inh 2.3 and Vc quorum ag -1.3.
OCC1CCN(Cc2nc(Cc3ccccc3Cl)no2)CC1 was read as Y pestis TopoI 5, Rv3671c protease 4, MazEF act 6, Anthrax LF prot 0, PfHsp40 rescue 0.0, SSB-PriA inh -1, TcdB inh -0.1, 3CLpro inhibitor -2, DUSP3 inh 6 and Vc quorum ag -0.3.
Screening CCCCN(CCCC)CCNC(=O)CN1C(=O)COc2ccc(S(=O)(=O)N3CCOCC3)cc21 returned Y pestis TopoI 3, Rv3671c protease 6, MazEF act -2, Anthrax LF prot 0, PfHsp40 rescue -0.1, SSB-PriA inh -4, TcdB inh 0.6, 3CLpro inhibitor 0, DUSP3 inh 69 and Vc quorum ag inactive.
Screening CC1CCC(C(C)C)C(OCC(O)CNC(C)(C)C)C1 (centres undefined) returned Y pestis TopoI -6, Rv3671c protease 2, MazEF act 8, Anthrax LF prot 0, PfHsp40 rescue -1.1, SSB-PriA inh -11, TcdB inh 0.6, 3CLpro inhibitor -3, DUSP3 inh 15 and Vc quorum ag -0.4.
`CCCCn1c(N)c(N(CCOC)C(=O)COC(=O)CCOc2ccccc2C)c(=O)[nH]c1=O` gave Y pestis TopoI -9, Rv3671c protease -1, MazEF act 1, Anthrax LF prot -1, PfHsp40 rescue -0.5, SSB-PriA inh -20, TcdB inh -11 and Vc quorum ag inactive.
Screening C[C@@H]1CN([C@@H](C)CO)C(=O)CCCn2nncc2CO[C@@H]1CN(C)C(=O)Nc1ccc(N2CCN(C)CC2)cc1 returned Y pestis TopoI -6, MazEF act 3, Anthrax LF prot -4, TcdB inh 1.9&-0.3 and Vc quorum ag -0.7.
`CCn1nc(CC(=O)Nc2nnc(CC(=O)N3CCCCC3)s2)c2ccccc2c1=O` gave Y pestis TopoI -1, MazEF act 6, Anthrax LF prot -2, PfHsp40 rescue 0.1, SSB-PriA inh -1, 3CLpro inhibitor 3, DUSP3 inh 28 and Vc quorum ag 0.7.
O=C(Nc1cccc2ccccc12)N1CCN(Cc2ccccc2)CC1 was read as Y pestis TopoI 17, Rv3671c protease -7, MazEF act 4, Anthrax LF prot 0, PfHsp40 rescue 0.6, SSB-PriA inh -23, 3CLpro inhibitor -2, DUSP3 inh 22 and Vc quorum ag inactive.
`Cc1onc(-c2c(F)cccc2Cl)c1C(=O)Nc1cccc(S(=O)(=O)N2CCOCC2)c1` gave Y pestis TopoI 5, Rv3671c protease -5, MazEF act 4, Anthrax LF prot -3, PfHsp40 rescue -0.4, SSB-PriA inh -4, TcdB inh 1.8 and Vc quorum ag inactive.
For COc1cc(OC)cc(-c2nc(-c3cccs3)no2)c1 the results were Y pestis TopoI -2, Rv3671c protease -7, MazEF act -1, Anthrax LF prot -6, PfHsp40 rescue 0.3, SSB-PriA inh -11, TcdB inh 1.4, 3CLpro inhibitor -2, DUSP3 inh -6 and Vc quorum ag inactive.

Sorted by number of heavy atoms (low to high): 4 of the compounds above.
CC(C)(O)c1cc(=O)sc2nc3ccccc3n12 was read as Y pestis TopoI 7, Rv3671c protease -11, MazEF act 10, Anthrax LF prot -9, PfHsp40 rescue -0.1, SSB-PriA inh -13, 3CLpro inhibitor 2, DUSP3 inh 22 and Vc quorum ag -0.2.
Cc1ccc(CSc2nnc([C@@H]3CCCN3)o2)cc1 was read as Y pestis TopoI 1, Rv3671c protease -2, MazEF act -1, Anthrax LF prot -6, PfHsp40 rescue -0.3, SSB-PriA inh -11, 3CLpro inhibitor -1, DUSP3 inh 0 and Vc quorum ag -0.4.
Screening Cc1ccc(-c2nnc(NC(=O)c3ccco3)o2)c(C)c1 returned Y pestis TopoI -4, Rv3671c protease 2, MazEF act -24, Anthrax LF prot 2, PfHsp40 rescue -1.0, SSB-PriA inh -3, TcdB inh -0.2 and Vc quorum ag inactive.
`Cc1ccc(S(=O)(=O)NCCC(=O)OCC(=O)Nc2cccc(S(=O)(=O)NC3=NCCCCC3)c2)cc1` gave Y pestis TopoI -11, Rv3671c protease 4, MazEF act -11, Anthrax LF prot -1, PfHsp40 rescue 1.4, SSB-PriA inh 11, TcdB inh 0.6, 3CLpro inhibitor 4, DUSP3 inh 2 and Vc quorum ag -2.4.

Bioassay records as filed in PubChem.
